# Dyrk1A ADPGlo – Dyrk1A (rat) kinase inhibition | Q63470 | ADP-Glo luminescence, NFATc1 peptide | inhibition, % at 12.5 µM | actives 0.43% (n = 310,000) | AID 504441; in the data active = inhibition above about 50%;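 note: plate controls were vehicle with enzyme for no effect and no enzyme for full effect; many of its hits are not listed in these tables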
# GSK3A inh – blocks human GSK-3 alpha kinase. P49840. ADP-Glo luminescence, 60 min. inhibition, % at 10 µM. actives 0.1% (n = 320,000). AID 2650;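 in the data active = inhibition above about 50%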;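 note: GST-tagged GSK-3 alpha with peptide substrate and 25 µM ATP; 0% = DMSO neutral wells and 100% = GW8510 positive control wells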
# Target sequence (P49840 whole entry, looked up): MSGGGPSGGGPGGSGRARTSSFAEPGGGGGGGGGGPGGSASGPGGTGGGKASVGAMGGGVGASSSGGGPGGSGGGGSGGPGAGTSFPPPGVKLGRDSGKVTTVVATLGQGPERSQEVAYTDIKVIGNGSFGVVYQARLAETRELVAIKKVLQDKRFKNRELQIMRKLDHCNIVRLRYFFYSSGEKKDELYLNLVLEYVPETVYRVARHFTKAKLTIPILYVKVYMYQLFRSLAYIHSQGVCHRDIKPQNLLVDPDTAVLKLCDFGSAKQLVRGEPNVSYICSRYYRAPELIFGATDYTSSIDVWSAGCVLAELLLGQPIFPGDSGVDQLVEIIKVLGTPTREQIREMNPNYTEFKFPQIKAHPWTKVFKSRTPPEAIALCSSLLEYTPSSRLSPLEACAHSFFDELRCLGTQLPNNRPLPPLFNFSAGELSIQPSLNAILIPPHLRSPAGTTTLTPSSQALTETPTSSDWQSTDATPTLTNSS
# KLF5 inh – inhibitors of KLF5 expression; DLD-1 KLF5 promoter-luciferase reporter, luminescence; inhibition, % at 5 µM; actives 0.23% (n = 290,000); AID 1700;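 active = inhibition above a per-plate limit of that plate's mean compound inhibition plus 3 SD, cut at about 60% in these data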;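 note: 0% = DMSO wells and 100% = LY294002 at 200 µM; higher means less KLF5 promoter-driven luciferase light; inactives centre near -14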
# HSF-1 act – increases HSF-1 driven luciferase reporter signal; activation, % at 9 µM; NIH3T3-HGL HSF-1 luciferase reporter, MG132, 8 h; 100% = twice DMSO control signal; actives 1.7% (n = 300,000); AID 504408;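 active = mean replicate activation of at least 50% with a set share of replicates each reaching 50%; inconclusive = only one of those two conditions met; inactive = mean below 50% and too few replicates reaching it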;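 note: 0% = median of the neutral control wells and 100% = twice that signal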
# GSK3beta inhib – human GSK3beta kinase inhibition; P49841; GST-GSK3beta kinase, ADP-Glo luminescence, 60 min; stronger effect = lower value; activity score (negative = inhibition), % at 10 µM; actives 0.038% (n = 300,000);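 active = more than half of replicate wells score below -50%, meaning over 50% inhibition versus plate controls; inconclusive = some replicates but at most half score below -50%; inactive = no replicate scores below -50%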;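 note: 0% = median DMSO wells and -100% = median GW8510 positive control wells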
# Target sequence (P49841 whole entry, looked up): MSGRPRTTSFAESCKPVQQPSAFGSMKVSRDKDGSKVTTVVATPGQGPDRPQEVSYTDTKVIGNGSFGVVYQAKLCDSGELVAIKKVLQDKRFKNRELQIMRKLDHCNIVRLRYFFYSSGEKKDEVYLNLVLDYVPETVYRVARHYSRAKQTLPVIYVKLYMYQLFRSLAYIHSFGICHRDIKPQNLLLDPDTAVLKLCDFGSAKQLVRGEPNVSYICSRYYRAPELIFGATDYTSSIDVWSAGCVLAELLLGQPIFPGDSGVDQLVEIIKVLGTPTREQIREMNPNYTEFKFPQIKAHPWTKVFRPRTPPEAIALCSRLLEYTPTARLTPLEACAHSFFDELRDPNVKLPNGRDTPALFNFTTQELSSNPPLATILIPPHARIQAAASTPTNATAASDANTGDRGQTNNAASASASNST
#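 Test system: GST-fused GSK3beta enzyme, cell-free | Quantity: 1.6 ng GST-GSK3beta enzyme per well | Reagent: 25 µM ATP with peptide substrate | Schedule: 60 min enzyme reaction, room temperature | Signal: Luminescent ADP-Glo measurement of ADP formed | Read-out basis: Score relative to plate controls | Control set: DMSO and 20 µM GW8510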
# aSyn UTR inh – MLPCN primary screen, SNCA 5' untranslated region; inhibition, % (tested at 7.5 µM); alpha-synuclein 5'UTR reporter, inhibitor activity; actives 0.82% (n = 300,000); in the data active = inhibition above about 60%; inconclusive = no clear call, values can overlap the other calls;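 note: H4 neuroglioblastoma cells stably carrying SNCA 5'UTR luciferase fusion; 0% = DMSO wells and 100% = positive control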
# HSF1 inh – HSF1 inhibition; activity change, negative = inhibition, % at 7.5 µM (by protocol); NIH3T3-HGL HSE-luciferase, MG132-induced, luminescence 8 h; stronger effect = lower value; AID 2098; actives 0.77% (n = 300,000);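 active = more than half of replicate wells show activity change below -50%, luminescence cut by over half; inconclusive = some wells, but at most half, below -50%; inactive = no replicate well below -50%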;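 note: luciferase reports HSF-1 transcriptional activity via heat shock element; 0% = median of DMSO wells and -100% = zero luminescence signal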
# IEC-6 tox – kills IEC-6 intestinal cells in KLF5 counter-screen; IEC-6 cytotoxicity, luminescence viability; inhibition, % at 5 µM; actives 0.78% (n = 290,000); in the data active = inhibition above about 22%;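 note: 0% = plate median of test compound wells and 100% = cytotoxic reference compound wells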
# Platelet DG rel – platelet dense granule release activity; actives 0.22% (n = 300,000); human platelet-rich plasma, SFLLRN dense granule ATP release, luminescence; inhibition, %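 (compounds screened at 7.5 µM in platelet-rich plasma)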; AID 1663;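 active = mean replicate score, as percent of positive control, at or above 50; inconclusive = mean below 50 but at least one replicate at or above 50; inactive = mean and every replicate below 50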
# HSP90 refold inh – blocks HSP90-mediated luciferase refolding in reticulocyte lysate. inhibition, % at 5.6 µM. Rabbit reticulocyte lysate, luciferase refolding luminescence, 3 h. AID 1789. actives 0.91% (n = 290,000);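 active = inhibition above the screen-wide mean plus 3 SD, computed separately per campaign, cut at about 16% in these data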;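 note: 0% = DMSO wells and 100% = 60 µM geldanamycin wells; inhibitors lower the luminescence because luciferase stays unfolded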
# Starred values were filed as active, the others as inactive; ? = inconclusive; . = no result given; & = joins results of further samples. The list is partial; rates above refer to the full screens.
mol,Dyrk1A ADPGlo,GSK3A inh,KLF5 inh,HSF-1 act,GSK3beta inhib,aSyn UTR inh,HSF1 inh,IEC-6 tox,Platelet DG rel,HSP90 refold inh
COc1cc(CN(C)CC2CCCN(CCc3cccc(C(F)(F)F)c3)C2)ccc1O (stereo unspecified),-2,-1,-10,-5,-4,-41,6,-2,-2,-4
CN(C)c1ccc(-c2nnn(CC(=O)NCc3ccc4c(c3)OCO4)n2)cc1,-2,-2,-18,-1,-2,-54,-9,-5,1,1
C=CCc1ccc(OCCCNCc2ccccc2)c(OC)c1,9,0,-11,-11,3,-26,0,0,1,-3
Cc1ccc(C(=O)Oc2ccc(C(=O)COC(=O)C3CC(=O)N(Cc4ccco4)C3)cc2)cc1 (stereo unspecified),-13,-13,-12,38,-3,-13,35,-1,-18,-5
C(=N\N1CCN(c2ccccn2)CC1)/c1ccccn1,.,0,-67,33,1,-115,-3,0,5,2
CCOC(=O)C1CCCN(S(=O)(=O)c2ccc(S(N)(=O)=O)cc2)C1 (stereo unspecified),3,6,-6,-9,2,-5,-2,2,4,1
CC1CCCCN1CCNC(=O)CCc1nnc2n(Cc3ccccc3)c(=O)c3ccccc3n12 (stereo unspecified),11,0,-14,-44,3,6,-34,0,0,-5
CCCCn1nc(C(=O)Oc2ccc3c(C)cc(=O)oc3c2)c2ccccc2c1=O,-6,.,-14,1,2,-1,-1,0,1,4
COc1ccc(/C=C(/C#N)C(=O)Nc2ccc(O)cc2)cc1C(=O)O,5,1,-40,4,0,-20,1,5,7,0
CCOc1ccc(CCNC(=O)COC(=O)c2c(C)nn(-c3ccccc3)c2C)cc1OCC,-2,-1,-8,-16,3,8,-1,3,-4,0
O=C(/C=C/c1ccc(F)cc1)NC(=S)NNC(=O)c1cnccn1,-4,0,2,12,-2,95*,0,4,0,-5
CCn1cc(C(=O)NCCCN(C)c2ccccc2)c(=O)c2cc(S(=O)(=O)N(C)C)ccc21,-9,.,17,32,2,27,27,6,2,-6
COc1cc2sc(NC(=O)c3ccco3)nc2cc1Cl,3,-2,-135,26,-5,-189,12,12,11,2
COc1ccc(-c2nnc(SCC#CCO)o2)cc1OC,0,1,3,5,-2,-3,4,5,5,5
CN(C)S(=O)(=O)n1cc(/C=C(\NC(=O)c2ccccc2Cl)C(=O)NCCCN2CCOCC2)c2ccccc21,.,-2,-37,-5,-2,-22,-5,-4,-17,-5

# 7 entries picked at random from those above, as already listed:
mol,Dyrk1A ADPGlo,GSK3A inh,KLF5 inh,HSF-1 act,GSK3beta inhib,aSyn UTR inh,HSF1 inh,IEC-6 tox,Platelet DG rel,HSP90 refold inh
CCOc1ccc(CCNC(=O)COC(=O)c2c(C)nn(-c3ccccc3)c2C)cc1OCC,-2,-1,-8,-16,3,8,-1,3,-4,0
COc1ccc(-c2nnc(SCC#CCO)o2)cc1OC,0,1,3,5,-2,-3,4,5,5,5
C=CCc1ccc(OCCCNCc2ccccc2)c(OC)c1,9,0,-11,-11,3,-26,0,0,1,-3
CC1CCCCN1CCNC(=O)CCc1nnc2n(Cc3ccccc3)c(=O)c3ccccc3n12 (stereo unspecified),11,0,-14,-44,3,6,-34,0,0,-5
COc1cc2sc(NC(=O)c3ccco3)nc2cc1Cl,3,-2,-135,26,-5,-189,12,12,11,2
Cc1ccc(C(=O)Oc2ccc(C(=O)COC(=O)C3CC(=O)N(Cc4ccco4)C3)cc2)cc1 (stereo unspecified),-13,-13,-12,38,-3,-13,35,-1,-18,-5
CN(C)c1ccc(-c2nnn(CC(=O)NCc3ccc4c(c3)OCO4)n2)cc1,-2,-2,-18,-1,-2,-54,-9,-5,1,1

# (cont.)
mol,Dyrk1A ADPGlo,GSK3A inh,KLF5 inh,HSF-1 act,GSK3beta inhib,aSyn UTR inh,HSF1 inh,IEC-6 tox,Platelet DG rel,HSP90 refold inh
Cc1ccc(C(=O)COC(=O)C(C)N2C(=O)C3C4CCC(C4)C3C2=O)cc1C (stereo unspecified),8,-1,-27,6,3,-16,-7,-1,33,-5
O=S(=O)(/N=C(/c1ccccc1)N1CCCCC1)c1ccccc1,2,0,0,-1,1,17,1,3,-1,-3
CCOc1ccccc1-c1nc(-c2cc3ccccc3nc2OC)no1,0,-1,-17,5,0,32,5,5,5,3
Fc1ccc(Oc2cnns2)cc1,-6,-2,-3,-3,0,-32,-3,0,-11,-4
Cc1onc(-c2ccccc2)c1C(=O)NC(=S)NNC(=O)c1ccccc1O,-4,1,22,-31,1,63*,-22,1,3,1
COc1ccc(OCC(O)CN(CC(O)COc2ccc(OC)cc2)c2cccc(O)c2)cc1 (stereo unspecified),-1,-3,10,17,0,-9,7,-3,-7,0
COc1cc(/C=C(\C#N)C(=O)Nc2ccc(C(=O)O)cc2)ccc1OC(=O)c1cccc(F)c1,41,3,-8,11,2,-2,-5,-9,2,-3
COc1ccc(N=c2sc3ccccc3n2C)cc1,1,-2,-173,55*,1,-172,31,-5,-15,-10
CN1CCc2c(n(CC(O)CN3C(=O)c4ccccc4S3(=O)=O)c3ccccc23)C1=O (stereo unspecified),6,.,-13,.,.,.,.,-7,.,0
CCOc1ccccc1C1C(C(=O)Nc2ccccc2OC)=C(C)Nc2nnnn21 (stereo unspecified),-6,2,-19,12,-2,-18,4,-7,1,4
CCOC(=O)N1CCN(CCC(=O)Nc2cccc(Br)c2)CC1,-1&-2,8&-3,-10&-23,12&-4,1&-2,18,-7&-8,1&1,12&7,2&-2
COCC(=O)Nc1cccc(Br)c1,7,-5,-15,16,2,1,-2,-1,3,0
O=C(/C=C/c1ccccc1)C1C(=O)c2ccccc2C1=O,6,15,-91,6,3,-49,14,13,-4,0
Cc1sc2ncn(CC(=O)NCCCOC(C)C)c(=O)c2c1S(=O)(=O)N1CCN(c2ncccn2)CC1,-5,1,-14,-4,1,17,-2,0,4,1
Oc1ccc[n+](CCCCC[n+]2cccc(O)c2)c1,-5,1,12,31,0,-17,12,-7,?,4

# aSyn UTR inh, entries above that show a hit
canonical_smiles	Dyrk1A ADPGlo	GSK3A inh	KLF5 inh	HSF-1 act	GSK3beta inhib	aSyn UTR inh	HSF1 inh	Platelet DG rel	HSP90 refold inh
O=C(/C=C/c1ccc(F)cc1)NC(=S)NNC(=O)c1cnccn1	-4	0	2	12	-2	95*	0	0	-5
Cc1onc(-c2ccccc2)c1C(=O)NC(=S)NNC(=O)c1ccccc1O	-4	1	22	-31	1	63*	-22	3	1

# Remaining list, next part:
mol,Dyrk1A ADPGlo,GSK3A inh,KLF5 inh,HSF-1 act,GSK3beta inhib,aSyn UTR inh,HSF1 inh,IEC-6 tox,Platelet DG rel,HSP90 refold inh
NC12CCc3c(no[n+]3[O-])C1(O)CC(c1ccccc1)=[N+]2[O-] (stereo unspecified),4,-1,19,-3,1,3,0,0,2,3
CC(=O)N1CCN(CC(=O)Nc2ccc(Cl)c(S(=O)(=O)N(C)C)c2)CC1,-3,-3,-26,11,2,19,1,4,-4,0
O=c1c2c(nc3c(-c4ccc(Cl)cc4)c[nH]n13)CCCC2,-3,0,-31,-41,1,66*,-28,4,3,4
CCOC(=O)c1sc2nc3c(SCC(=O)O)cc(C(=O)c4cc(F)ccc4O)cn3c(=O)c2c1C,1,0,-19,-9,1,26,4,0,2,-7
Cc1cc(CNC(=O)c2cc(Br)ccc2Cl)nn1C,6,-1,15,-13,1,30,-1,0,14,1
CCn1c(CC(=O)Nc2ccc(C)cc2)nnc1SCC(=O)Nc1nc(C)cs1,-5,-1,-10,4,2,-14,0,-3,-2,-3
CC(C)N(C(=O)CC1ON(C)C(=O)N1c1ccc(Cl)cc1)C(C)C (stereo unspecified),4,-2,-13,-1,3,3,5,3,0,-3
COc1ccccc1N1CCN(C(=O)CCNS(=O)(=O)c2ccc3c(c2)CCC(=O)N3)CC1,-5,0,-21,-9,-1,21,0,-1,5,16*
COc1ccc(CNC2CC(=O)N(C)C2=O)cc1 (stereo unspecified),2,-1,-14,2,1,13,-5,-6,-1,0
CNS(=O)(=O)c1cnccc1N1CCN(c2cccc(C(F)(F)F)c2)CC1,6,-2,-19,1,-1,-7,3,-2,-4,-3
C=CCN1CN(Cc2ccco2)CNC1=S,.,1,-8,15,2,9,3,-3,-35,-5
Cc1cc(=O)oc2cc(NC(=O)Cc3ccccc3)ccc12,-3,0,-39,31,5,-31,7,6,-3,3
O=C(CSc1nccc(=O)[nH]1)Nc1ccc(S(=O)(=O)N2CCOCC2)cc1,5,5,-40,-10,-1,-2,-2,-3,6,0
COc1ccccc1-c1nnc(N(C)C(=O)C2CCCO2)s1 (stereo unspecified),6,2,-46,-2,-4,-16,-3,2,0,0
S=c1[nH]nc(-c2cc(-c3ccccc3)n[nH]2)n1/N=C/c1ccc(Cl)c(Cl)c1,.,-3,-9,-19,3,33,1,-1,-1,-1

# The listing continues:
mol,Dyrk1A ADPGlo,GSK3A inh,KLF5 inh,HSF-1 act,GSK3beta inhib,aSyn UTR inh,HSF1 inh,IEC-6 tox,Platelet DG rel,HSP90 refold inh
O=C(CN1CCC(c2nc3ccccc3s2)CC1)NCc1cccs1,11,5,-27,2,2,-36,-5,0,-3,6
CCc1ccc(C2=CSC3=NCCN23)cc1,2,-2,-7,-5,-1,12,-2,2,4,1
COCC(C)N=C1SCCN1Cc1ccccc1 (stereo unspecified),14,-1,-22,-14,1,-5,-8,-3,5,4
CC(C)(C)CC(=O)Nc1cc(S(=O)(=O)N2CCOCC2)ccc1N1CCCC1,-4,-3,11,-4,1,-1,2,-8,-11,7
O=C(CCc1ccccc1)NNC(=S)NCCc1ccccc1,5,-3,-21,3,5,9,4,2,12,2
C=CCN1C(=O)c2ccc(C(=O)NCCOc3ccccc3F)cc2C1=O,1,-5,.,7,3,-12,6,.,0,.
COc1cc(C(=O)NC(C)c2ccc3ccccc3c2)cc(Cl)c1O (stereo unspecified),-3,0,-5,-10,-1,9,-4,2,15,-2
COc1ccccc1N1CC(C(=O)Nc2ccccc2N2CCCC2)CC1=O (stereo unspecified),-4,-4,.,-16,1,3,-3,.,-8,.
CN(CC(=O)Nc1cccc(F)c1)C(=O)CCSc1ccc(F)cc1,2,1,.,0,6,-25,-4,.,-30,.
COc1ccc(CCNS(=O)(=O)c2ccc3c(c2)CCN3C(=O)CCC(=O)O)cc1OC,4,-1,-6,3,4,-5,1,4,-10,-2

# Source: PubChem BioAssay (several laboratories)
